APJ ag: agonists of human apelin receptor APJ, primary screen, CHO-K1 cells, PathHunter beta-arrestin, luminescence. activation, % at 20 µM. 0% DMSO wells, 100% apelin. 330,000 compounds, 0.11% hits;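 active means activation more than six SD over the plate average, tested at 20 µM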;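 further: 0% = DMSO alone and 100% = apelin-13 at 10 nM; some results filed as inactive read as strong as hits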
Target sequence (P35414 whole entry, looked up): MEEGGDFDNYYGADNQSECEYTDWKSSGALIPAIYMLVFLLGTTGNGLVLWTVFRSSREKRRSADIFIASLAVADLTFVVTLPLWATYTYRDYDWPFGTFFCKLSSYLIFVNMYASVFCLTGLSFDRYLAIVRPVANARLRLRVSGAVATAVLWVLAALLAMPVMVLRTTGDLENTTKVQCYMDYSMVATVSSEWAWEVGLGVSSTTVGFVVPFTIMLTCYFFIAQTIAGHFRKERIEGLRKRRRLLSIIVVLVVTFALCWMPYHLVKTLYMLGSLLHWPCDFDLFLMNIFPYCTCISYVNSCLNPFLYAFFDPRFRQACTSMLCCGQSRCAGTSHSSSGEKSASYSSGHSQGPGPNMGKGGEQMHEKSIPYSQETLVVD
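Incubation: overnight seeding, 90 min compound at 25 °C, 1 h detection; test system: PathHunter CHO-K1 APJ (AGTRL-1) beta-arrestin reporter cells; amount: 1000 cells/well; doses: one dose, 20 µM compound, 1% DMSO; measured by: beta-gal luminescence; measure: agonist-driven arrestin binding to APJ; benchmarks: negative DMSO alone, positive Apelin-13 at 10 nM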
tim10-1 inh: growth inhibitors of tim10-1 mutant yeast, primary screen, luminescence, uHTS. S. cerevisiae tim10-1 ts strain growth, BacTiter-Glo, 24 h. inhibition, % at 20 µM. 330,000 compounds, 2.2% hits;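 active means inhibition of at least 40%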;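 further: mutant grown at 25 °C; 0% = DMSO wells with yeast and 100% = wells holding no yeast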
tim23-1 inh: growth inhibitors of tim23-1 mutant yeast, primary screen, luminescence, uHTS. S. cerevisiae tim23-1 growth, BacTiter-Glo luminescence, 24 h. inhibition, % at 20 µM. 330,000 compounds, 1.3% hits;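 active means growth inhibition of the mutant yeast at or above 50%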;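 further: temperature-sensitive mutant grown at 25 °C; plate controls were DMSO-treated mutant yeast for no effect and medium wells lacking yeast for full effect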
APJ antag: antagonists of human apelin receptor APJ, primary screen, CHO-K1 cells, beta-arrestin complementation, luminescence. 330,000 compounds, 0.32% hits. inhibition, % at 20 µM;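 active means inhibition above about 40% at 20 µM, limit read from the data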;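 further: cells challenged with 10 nM apelin-13 agonist together with compound; plate controls were apelin-13 plus DMSO wells for no effect and DMSO wells lacking apelin-13 for full effect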
MPTP inh: mitochondrial permeability transition pore inhibitors, primary screen, biochemical, isolated mouse mitochondria, absorbance; AID 602449, 2012; inhibition, % at 10 µM; 360,000 compounds, 1.4% hits; Ca2+ swelling absorbance, 30 min;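 active means inhibition of 50% or more, scaled per plate between neutral and stimulator controls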;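 further: 0% = DMSO wells given calcium and 100% = 1 mM EGTA wells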
GRIN3A LBD mod: binders of NR3A ligand-binding domain, primary screen, biophysical, differential scanning fluorimetry, uHTS. Glutamate receptor ionotropic, NMDA 3A (GRIN3A) ligand-binding domain. NR3A LBD differential scanning fluorimetry, Tm shift; 0% = protein alone, 100% = glycine-bound protein. Tm shift relative to glycine control, % at 25 µM. 340,000 compounds, 2.5% hits. AID 1259313, 2017;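 active means melting temperature shift of at least 10% of the positive control shift, at one fixed dose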
TIM10 inh: growth inhibitors of isogenic TIM10 control yeast, primary screen, counter-screen for tim10-1 yeast inhibitor project, luminescence, uHTS; AID 463195, 2010; 330,000 compounds, 1.4% hits; inhibition, % at 10 µM; S. cerevisiae TIM10 strain growth, BacTiter-Glo luminescence, 24 h;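 active means inhibition of 40% or more at the single tested concentration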;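 further: wild-type TIM10 isogenic control strain grown at permissive 25 °C; 0% = DMSO yeast wells and 100% = minimal medium wells without yeast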
MIN6 prolif: inducers of MIN6 beta-cell proliferation, primary screen, ATP luminescence, uHTS. MIN6 cells proliferation, ATPlite luminescence, 48 h; cells starved in 0.2% serum; 100% = growth in 10% serum. proliferation, % at 10 µM. 330,000 compounds, 0.29% hits. AID 2380, 2010;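 active means compounds whose signal lies at least 3.5 SD above the mean of all wells on their plate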;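 further: 0% = DMSO-treated cells in low-serum medium and 100% = 10% serum control; some compounds called inactive have numbers as strong as hits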
NALP3 yeast inh: NALP3 inflammasome inhibitors in reconstituted yeast, primary screen, luminescence, uHTS. Yeast reconstituted NLRP3/ASC/caspase-1, beta-gal luminescence, 24 h. inhibition, % at 10 µM. 330,000 compounds, 0.39% hits. AID 2825, 2010;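 active means inhibition of 50% or more; inactive means inhibition below 50%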;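 further: plate controls were induced DMSO wells for no effect and uninduced yeast grown without galactose for full effect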
The depositor's hits bear a star; x = no result given.

Screens in order: APJ ag	tim10-1 inh	tim23-1 inh	APJ antag	MPTP inh	GRIN3A LBD mod	TIM10 inh	MIN6 prolif	NALP3 yeast inh
O=C(O)C1(c2ccccc2)CCN(S(=O)(=O)c2ccc(Cl)cc2)CC1
→ -3	-1	4	11	-2.8	0	-3	2	4
OCCC1CN(Cc2cnc(-c3ccccc3)s2)CCN1C1CCCCC1 (stereo not drawn)
→ -2	6	-4	4	2.1	-1	-6	-3	-16
COc1ccc(-c2cn3cc(C(=O)NN)ccc3n2)cc1
→ 2	-3	-5	-22	-0.3	-2	30	-1	-8
CCN(CC)c1ccc2c(c1)C(=O)N(C)C2=O
→ 1	-6	3	26	0.6	2	0	0	3
COc1cccc(OC)c1C(=O)NC(C)c1ccccc1 (stereo not drawn)
→ -2	-5	0	11	0.7	0	-26	-2	-3
Cc1cc(C)cc(NC(=O)Cn2cc(C=O)c3ccccc32)c1
→ -7	-11	-5	0	0.7	-2	0	0	-4
Cc1cc(OCc2cc(C(=O)N(C)CCc3cnn(C)c3)no2)cc(C)c1Cl
→ -1	33	12	9	-2.0	-1	18	1	20
CC(C)COCC(O)CCC(=O)NNC(=S)Nc1ccccc1 (stereo not drawn)
→ -1	11	-2	-11	-0.2	-9	6	1	4
CN1CCN(P(=O)(c2ccccc2)c2nc3ccccc3s2)CC1 (stereo not drawn)
→ 1	-37	-82	19	-0.5	2	-32	5.9*	7
O=C(NCCn1cc(SCC(=O)N2CCOCC2)c2ccccc21)c1ccccc1
→ -4	0	-2	7	-0.6	0	0	-2	15
CN(CCOc1ccccc1)S(=O)(=O)c1ccc2oc3ccccc3c2c1
→ 5	11	-9	17	-1.1	-1	11	-3	16
CCOCCCNC(=O)C(NC(=O)Cc1c[nH]c2ccccc12)c1ccc(OC)cc1 (stereo not drawn)
→ -1	3	-10	6	-4.2	-2	-10	-4	10
CCn1cc(-c2csc(N)n2)c(C)n1
→ -3	12	1	4	-0.6	0	-11	0	-12
Cc1ccc(OCC(=O)NCCNC(=O)c2ccncc2)cc1
→ -1	-9	-1	9	-0.3	1	4	0	-4
COc1ccc(S(=O)(=O)N2CCN(C/C=C/c3ccccc3)CC2)cc1NC(C)=O
→ -4	6	4	5	0.2	-2	3	-5	8
COc1ccc(C(C#N)Nc2ccc(C)cc2)cc1 (stereo not drawn)
→ -2	9	1	1	-5.9	-2	2	-2	2
NC(=O)c1cc(NC(=O)c2ccc(NS(=O)(=O)c3cccs3)cc2)cc(C(N)=O)c1
→ -7	-14	6	6	0.3	1	-3	-3	-3
Oc1ccc(-c2[nH]nc(-c3ccccc3)c2-c2nc3ccccc3[nH]2)cc1
→ 1	8	21	7	-0.2	-9	-4	-3	-5
COc1ccc(-c2c(C)n([O-])c3c([n+]2=O)CCCCC3)cc1OC
→ -2	1	3	-6	-2.1	1	13	-2	8
O=C(Nc1ccc(F)cc1F)c1cc2ncc(CCCl)cn2n1
→ -3	14	10	3	-0.8	-1	15	-2	10
Cc1ccc(S(=O)(=O)N(CC(O)CN2CCOCC2)c2cccc([N+](=O)[O-])c2)cc1 (stereo not drawn)
→ 9	0	-11	-7	-1.6	-4	11	-5	9
COc1cccc(NC(=O)CSc2nc3ncc(Br)cc3[nH]2)c1
→ -1	2	-2	15	5.6	0	-1	-1	2
Cc1ccccc1-n1nc(C)c2cc(C(=O)N3CCN(S(=O)(=O)c4ccc(Cl)cc4)CC3)sc21
→ -4	21	15	-6	3.6	0	14	-3	10
CCOc1ccc(S(=O)(=O)N(CC)CC(=O)NCc2ccco2)cc1C
→ 0	16	21	-12	0.4	0	-16	0	29
COc1ccccc1C(=O)NCCOc1ccc(C(C)(C)C)cc1
→ -2	9	28	5	-0.2	2	9	0	18
CCOC(=O)C1=C(C)SC2=NS(=O)(=O)CCN21
→ -3	11	13	-9	1.0	-1	12	-2	5
Brc1ccc(CN2CCCCCC2)cc1
→ -8	3	14	7	2.5	0	1	-2	19
COCC(C)n1c(C)cc(C(=O)CSc2nnnn2-c2ccc(O)cc2)c1C (stereo not drawn)
→ -2	17	-9	-3	-0.2	1	5	-2	-9
O=C(COC(=O)CCC(=O)c1ccc(F)cc1)NC1CCCCC1
→ -3	10	10	-11	0.5	-1	-7	-1	4
O=C(Nc1ccc(F)cc1)C1CCC(N2C(=O)c3ccccc3C2=O)CC1 (stereo not drawn)
→ 5	5	-3	8	1.3	1	-14	-3	13
c1ccc(-c2cccc(-c3ccccn3)n2)nc1
→ 10	60*	58*	-30	1.8	1	38	-6	47
N#Cc1c(F)cccc1NCc1cccs1
→ 2	-8	-2	15	1.9	-1	-2	-1	31
C/C(CC(=O)Nc1cc(C)ccn1)=N\NC(=O)c1cccc(F)c1
→ -4	5	3	4	-1.1	-2	2	9	19
Cc1ccc(C)c(NC(=O)COC(=O)c2nn(C)c(=O)c3ccccc23)c1
→ 0	5	13	4	1.4	0	6	-1	17
CCc1noc(C)c1C(=O)NNC(=O)c1nn(CC)c(=O)c2ccccc12
→ -5	4	13	3	-1.4	2	2	3	17
CCOC(=O)C1CCN(Cc2nnc(-c3ccccc3C)o2)CC1
→ -2	17	14	-5	0.4	0	4	-2	18
CCNS(=O)(=O)c1ccc(NC(=S)NCc2ccco2)cc1
→ -5	11	8	-4	0.1	-5	-12	0	-2
COCC(C)OC(=O)c1c(N)n(CCCN2CCOCC2)c2nc3ccccc3nc12 (stereo not drawn)
→ -7	12	6	11	2.8	-1	-13	0	20
CC(C)(C)c1ccc(OC(=O)Cn2c(C(F)(F)F)nc3ccccc32)cc1
→ 4	-8	-3	-12	1.0	-13	-9	0	17
COc1ccc(C(=O)Nc2c(O)ccc3ccccc23)cc1OC
→ 5	-6	4	-8	0.0	1	-2	-1	27
O=C(C1CCCN(c2nnc(-n3cccc3)s2)C1)N1CCN(c2ccccc2)CC1 (stereo not drawn)
→ 0	40	30	-11	-1.9	1	31	-2	34
O=c1cc(N2CCc3ccccc3C2)[nH]c(=O)n1-c1ccc(Br)cc1
→ -1	2	-11	11	-0.7	0	-3	-1	9
COc1cc2c(cc1OC)-c1cc(Nc3ccccc3C)nc(=O)n1CC2
→ 1	18	18	6	-2.8	x	2	7	-8
CCCOc1ccc(CC(=O)N/N=C\c2ccc(F)cc2)cc1
→ 2	-6	7	-15	0.2	3	3	-4	10
CC(CN1CCOCC1)OC(=O)c1ccc(Cl)cc1Cl (stereo not drawn)
→ 0	13	20	-5	0.9	0	-3	1	16
OCC1(c2cc(C(F)(F)F)n[nH]2)CCCCC1
→ -3	3	7	23	0.4	2	-11	-2	0
O=C(CN1C2=NCCCN2c2ccccc21)c1cccc(Br)c1
→ -6	3	7	2	-0.3	-1	2	-1	1
CCc1ccc(NC(=O)N(CCN2CCOCC2)Cc2ccc3c(c2)CCCN3CC)cc1
→ -6	-4	-1	-12	0.3	-9	10	-3	13
CCOC(=O)CNC(=O)Cn1cnc2c(nnn2-c2ccccc2)c1=O
→ -7	-5	-8	7	-1.3	4	-3	0	0
CCOc1ccc2[nH]c(SCC(=O)OC)c([N+](=O)[O-])c2c1
→ -3	27	-30	39	0.7	-1	-9	-1	9
CCCN1CCN(C(c2cc3cc4c(cc3[nH]c2=O)OCO4)c2nnnn2C(C)(C)C)CC1 (stereo not drawn)
→ 1	-1	0	-1	4.8	-2	0	-3	22
Nn1c(SCC(=O)Nc2ccccc2)nnc1-c1cccnc1
→ 0	-10	1	8	-6.5	3	8	-2	18
O=C(Cn1c(=O)oc2ccccc21)Nc1ccc(Br)cc1
→ -3	-6	1	-6	0.1	-5	-16	-1	24
O=C(COc1ccc(Br)cc1)N1CCc2ccccc21
→ -3	2	13	-19	8.6	12*	-12	-1	27
CCc1cc(C(=O)NCC(C)(C)N2CCOCC2)sc1C
→ 1	15	3	9	-2.0	1	6	-5	7
CC(=C/c1ccccc1)/C=N/Nc1nc(N2CCOCC2)nc(N2CCOCC2)n1
→ 0	1	19	3	-1.2	-2	7	-1	0
CCN1CCN(C(c2ccccc2F)c2nnnn2Cc2ccc3c(c2)OCO3)CC1 (stereo not drawn)
→ -2	11	7	20	-2.4	0	-15	0	-7
Cc1ccc(C(O)(c2ccccc2)c2ccccc2C(C)N(C)C)c(C)c1 (stereo not drawn)
→ -8	30	26	21	3.0	-3	32	-5	24
OCCN1CCN(CC(O)COCC2COc3ccccc3O2)CC1 (stereo not drawn)
→ 1	-6	0	-4	-1.8	0	-3	-3	4
CCCCc1ccc(NC(=O)CSc2nc(=O)n(CCN(CC)CC)c3c2CCCC3)cc1
→ 1	2	9	27	-1.1	-2	1	-7	15

An excerpt from above in order of number of heavy atoms, highest first.
Screens in order: APJ ag	tim10-1 inh	tim23-1 inh	APJ antag	MPTP inh	GRIN3A LBD mod	TIM10 inh	MIN6 prolif	NALP3 yeast inh
COCC(C)OC(=O)c1c(N)n(CCCN2CCOCC2)c2nc3ccccc3nc12 (stereo not drawn)
→ -7	12	6	11	2.8	-1	-13	0	20
CC(CN1CCOCC1)OC(=O)c1ccc(Cl)cc1Cl (stereo not drawn)
→ 0	13	20	-5	0.9	0	-3	1	16
c1ccc(-c2cccc(-c3ccccn3)n2)nc1
→ 10	60*	58*	-30	1.8	1	38	-6	47

(continued)
Screens in order: APJ ag	tim10-1 inh	tim23-1 inh	APJ antag	MPTP inh	GRIN3A LBD mod	TIM10 inh	MIN6 prolif	NALP3 yeast inh
COC(=O)Cc1[nH]n(-c2nc3ccccc3s2)c(=O)c1C(C)=Nc1ccc(C)cc1
→ 0	-24	-4	-12	-1.4	1	0	-5	21
Cc1cc(C)nc(N2CCN(CC(=O)NCc3ccccc3)CC2)n1
→ -2	21	3	18	-1.3	0	-9	-1	1
FC(F)Sc1nc(-c2ccccc2)c(-c2ccccc2)n1C(F)F
→ 0	-10	21	2	0.3	18*	0	-1	-16
Cc1ccc(C)c(NCc2n[nH]c(=S)n2-c2ccccc2)c1
→ -4	22	8	-10	-2.2	-1	0	-3	27
CC(C)NCC(O)COCc1ccc(Cl)cc1 (stereo not drawn)
→ 1	-3	4	4	-1.1	-11	10	-3	2
CCN(c1ccccc1)S(=O)(=O)c1ccc(C(=O)Nc2cccc(C)n2)cc1
→ 0	21	28	15	-1.1	-1	6	-2	4
COc1ccc(CC(=O)Nc2cccc(C(=O)NN3C(=O)c4ccccc4C3=O)c2C)cc1
→ -4	-1	1	9	-1.3	-3	10	-3	-10
CCO[C@@H]1OC(C(=O)NCc2nc3ccccc3[nH]2)=C[C@H](C2CCCCC2)[C@H]1CCCO
→ 3	-4	4	5	-1.4	-5	5	2	-10
CCCOc1cccc(OCCSc2nc(C)cc(=O)[nH]2)c1
→ 3	31	32	17	1.2	2	10	1	23
O=C(O)c1cccc(-c2ccc(/C=N/NC(=O)C3COc4ccccc4O3)o2)c1 (stereo not drawn)
→ -4	-4	16	8	2.2	0	-5	1	15
Cc1nc2ccccc2c(=O)n1-c1ccc(NS(=O)(=O)c2ccc(F)cc2)cc1
→ -1	11	24	-37	-2.6	2	4	2	11
CN(C)C(=O)CCc1ccc2c3c([nH]c2c1)[C@]1(CCC2CCCC2)[C@@H](C(=O)N2CCOCC2)C[C@H](CC(=O)NCC24CC5CC(CC(C5)C2)C4)C(=O)N1CC3
→ x	33	37	x	-4.9	0	21	x	x

From PubChem BioAssay
